# GSH fluor: compound fluoresces at 488/530 nm on GSH beads | GSH beads flow cytometry, compound fluorescence 488/530 nm; hits give high values | fluorescence (KMESF) at 10 µM | 190,000 tested, 0.25% active; in the data active = fluorescence above about 89;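 also: glutathione beads carrying GST-tagged Bcl family fusion proteins plus one bare bead set; values are compound well signal with DMSO vehicle wells as background; inactives centre near 16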
# Pf gamet viab: inhibitors of late stage P. falciparum gametocyte viability; P. falciparum stage V gametocytes, ATP luminescence, 24 h; 150,000 tested, 0.065% active; inhibition, % at 10.9 µM;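 active = inhibition above the mean plus 3 SD of compounds within the control limits, set per campaign, cut at about 38% in these data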;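 also: 0% = DMSO wells and 100% = medium only without gametocytes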
# ABCG2 block: inhibitors of human ABCG2 transporter, ABCB1 counter-screen | 190,000 tested, 0.1% active | IgMXP3 cells, JC-1 efflux, flow cytometry | inhibition, % at 6.6 µM | Q9UNQ0;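 active = inhibition above 80%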;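 also: 0% = DMSO and 100% = nicardipine control wells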
# Target sequence (Q9UNQ0 whole entry, looked up): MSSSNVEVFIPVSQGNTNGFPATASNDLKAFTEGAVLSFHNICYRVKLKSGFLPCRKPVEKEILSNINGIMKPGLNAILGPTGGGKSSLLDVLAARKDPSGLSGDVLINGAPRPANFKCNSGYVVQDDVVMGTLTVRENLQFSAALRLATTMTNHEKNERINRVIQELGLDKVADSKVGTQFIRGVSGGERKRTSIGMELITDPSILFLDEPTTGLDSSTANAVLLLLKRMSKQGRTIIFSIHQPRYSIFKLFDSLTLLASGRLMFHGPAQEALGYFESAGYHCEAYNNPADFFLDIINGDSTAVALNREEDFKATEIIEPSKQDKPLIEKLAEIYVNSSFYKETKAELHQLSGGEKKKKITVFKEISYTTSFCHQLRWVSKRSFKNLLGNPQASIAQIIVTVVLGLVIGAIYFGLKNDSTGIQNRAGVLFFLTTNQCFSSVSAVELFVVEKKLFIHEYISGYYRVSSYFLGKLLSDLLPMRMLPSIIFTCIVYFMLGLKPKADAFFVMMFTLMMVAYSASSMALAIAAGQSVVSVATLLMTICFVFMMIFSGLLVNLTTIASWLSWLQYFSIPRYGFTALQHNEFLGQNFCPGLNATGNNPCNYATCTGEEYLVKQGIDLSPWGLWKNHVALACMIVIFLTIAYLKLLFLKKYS
#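 Times: 10 min at 25 °C | Test system: Two drug-resistant human cell lines, ABCG2 and ABCB1 | Quantity: 3 million cells/mL final, two lines in 1:1 ratio | Signal: Flow cytometry, 530 nm JC-1 signal | Dosing: Compound at 6.6 µM | Controls: Nicardipine and DMSO wells | Reagent: JC-1 as fluorescent efflux pump substrate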
# Cdc42 wt: changes GTP binding to wildtype human Cdc42; AID 761; 190,000 tested, 0.2% active; GST-Cdc42 beads, Bodipy-GTP binding, flow cytometry; actives lie on both sides; P60953; percent activity (GTP binding), % at 10 µM;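 active = percent activity GTP binding at least 20 points away from the 100% baseline, either down as inhibitor or up as activator; inconclusive = compound flagged as likely green fluorescent from well-wide comparison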;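 also: median bead fluorescence of bound Bodipy-FL-GTP at 100 nM; 0% = excess unlabeled GTP control and 100% = no compound control; below 100% means less GTP binding so inhibitor and above means activator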
# Target sequence (P60953 whole entry, looked up): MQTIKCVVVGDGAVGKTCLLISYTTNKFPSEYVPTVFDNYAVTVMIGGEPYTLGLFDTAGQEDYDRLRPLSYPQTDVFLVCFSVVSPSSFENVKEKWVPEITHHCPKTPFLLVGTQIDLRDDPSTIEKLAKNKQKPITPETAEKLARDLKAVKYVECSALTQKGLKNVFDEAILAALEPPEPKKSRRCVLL
# Rac1 wt GTP bind: modulators of human Rac1 wildtype GTP binding | GST-Rac1 beads, fluorescent GTP binding, flow cytometry; actives lie on both sides; 0 = cold GTP competed, 100 = untreated | GTP binding activity (% of control), % at 10 µM | 190,000 tested, 0.27% active | AID 757;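 active = GTP binding activity at least 20 points away from the 100% control level, either lower or higher; inconclusive = compound flagged as likely green fluorescent, judged across all proteins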
# Rab2A wt mod: changes GTP binding to wildtype dog Rab2A, up or down | P61105 | GST-Rab2 wt beads, Bodipy-GTP binding, flow cytometry | GTP binding activity, % at 10 µM | 190,000 tested, 0.19% active;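 active = GTP binding activity at least 20 points away from 100%, either lowered or raised; inconclusive = signal likely due to the compound's own green fluorescence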;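 also: 0% = beads with excess unlabeled GTP and 100% = no-compound control corrected for plate trend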
# Rac1 act GTP bind: alters GTP binding to activated mutant human Rac1. P63000. percent activity (GTP binding), % at 10 µM. 190,000 tested, 0.11% active. GST-Rac1 activated beads, fluorescent GTP binding, flow cytometry; actives lie on both sides; 100% means binding = to untreated wells;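 active = GTP binding at least 20 percentage points away from the 100% baseline, in either direction, so actives lie on both sides; inconclusive = Compound likely fluorescent itself, or too few beads counted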
# HRas wt GTP: changes GTP binding to wildtype human HRas; P01112; GST-Ras wt beads, Bodipy-FL-GTP binding, flow cytometry; actives lie on both sides; GTP binding activity, % at 10 µM; 190,000 tested, 0.14% active; AID 759;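 active = GTP binding activity at least 20% away from the 100% baseline, either lowered as inhibitor or raised as activator; inconclusive = flagged as likely green fluorescent, judged across all proteins in the well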;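 also: 0% = unlabeled GTP competition control and 100% = no-compound control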
# Target sequence (P01112 whole entry, looked up): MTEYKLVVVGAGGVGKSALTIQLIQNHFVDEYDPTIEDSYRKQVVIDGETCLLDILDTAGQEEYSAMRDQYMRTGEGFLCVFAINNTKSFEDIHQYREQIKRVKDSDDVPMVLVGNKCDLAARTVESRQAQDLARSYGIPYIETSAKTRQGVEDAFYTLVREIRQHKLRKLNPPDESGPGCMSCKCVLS
# Rab7 wt modul: dog Rab7 wildtype GTP binding, inhibitors and activators. GST-Rab7 beads, fluorescent GTP binding, flow cytometry; actives lie on both sides; untreated = 100%, excess cold GTP = 0%. GTP binding activity (percent of control), % at 10 µM. 190,000 tested, 0.055% active. AID 758;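 active = fluorescent GTP binding to Rab7 beads changed by at least 20 points from the 100% baseline, either direction, mostly lower; inconclusive = compound itself probably fluorescent, or too few beads counted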;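 also: median green fluorescence of bound Bodipy-FL-GTP per Rab7 bead population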
# ABCB1 inh: inhibitors of human ABCB1 transporter, ABCG2 counter-screen; 190,000 tested, 0.067% active; inhibition, % at 6.6 µM; P08183; CCRF-Adr cells, JC-1 efflux, flow cytometry; AID 1326; in the data active = inhibition above about 40%;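 also: 0% = vehicle and 100% = reference inhibitor; higher value means more JC-1 retained so stronger ABCB1 efflux block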
# Avidin fluor: avidin bead compound fluorescence profile; Avidin beads, compound fluorescence 488/530 nm, flow cytometry; hits give high values; fluorescence (KMESF) at 10 µM; 220,000 tested, 0.38% active; AID 1775; in the data active = fluorescence above about 47; also: inactives centre near 10
# The depositor's hits bear a star; ? = inconclusive; · = not tested or not shown.
SMILES,GSH fluor,Pf gamet viab,ABCG2 block,Cdc42 wt,Rac1 wt GTP bind,Rab2A wt mod,Rac1 act GTP bind,HRas wt GTP,Rab7 wt modul,ABCB1 inh,Avidin fluor
O=C(COC(=O)CNC(=O)c1ccco1)NCc1ccc(F)cc1,14,-4,4,101,96,96,96,97,92,0.8,12
COc1cc(C)ccc1OCCOCCOc1ccccc1[N+](=O)[O-],10,16,17,98,100,99,102,100,95,1.1,13
CCOC(=O)c1cc(CC)sc1NC(=O)Cc1ccsc1,14,29,30,101,108,99,100,99,98,-0.7,6
CCOc1ccc(OCCCCNCCN)cc1,36,·,3,105,104,102,102,103,101,0.2,8
CC(C)(C)OC(=O)C(Cc1ccc(OC(C)(C)C)cc1)NC(=O)CNC(=O)OCc1ccccc1 (stereo not given),9,18,-6,98,104,96,101,100,104,0.3,5
CCOC(=O)CCNC(=O)N1CCCC(CNS(=O)(=O)c2cccs2)C1 (stereo not given),21,-21,6,99,96,98,94,99,101,0.3,9
O=C(Nc1ccccc1-c1nnn(CC(=O)N2CCCc3ccccc32)n1)c1ccc(Cl)cc1,20,·,4,99,100,98,94,97,93,1.6,23
COc1ccc(CN(Cc2cc3ccc(C)cc3[nH]c2=O)Cc2nnnn2C2CCCC2)cc1,10,·,2,99,100,101,99,100,97,1.2,18
Cc1cccc(OCC(=O)N/N=C/c2cc([N+](=O)[O-])ccc2N2CCOCC2)c1,5,-11,10,100,104,98,98,98,99,4.3,14
Cc1ccccc1NC(=S)NCc1ccc(Cl)cc1,14,-26,3,100,103,103,103,101,101,0.3,11
O=C(NNS(=O)(=O)c1ccccc1)c1ccc(O)cc1,9,-12,6,102,104,101,102,100,96,2.3,2
C=CCNC(=O)c1ccc(C)cc1Cl,35,·,3,99,104,101,99,100,100,1.6,13
COC(=O)c1ccc(COC(=O)c2ccccn2)cc1,25,·,41,98,96,96,98,95,94,0.5,20
CCOc1cc(/C=N\NC(=O)CC(=O)NCCc2ccccc2)ccc1O,10,-9,0,94,93,95,96,96,100,0.1,21
O=C(CCSc1ccccc1Cl)Nc1cccc([N+](=O)[O-])c1,9,-22,55,103,105,104,98,105,103,6.2,23
Fc1ccc(NC(=S)N2CCc3ccccc3C2)c(F)c1,12,-18,6,95,101,94,94,96,96,0.6,11
O=C(O)CSc1ncccn1,18,5,-2,97,98,95,97,98,96,0.1,10
CS(=O)(=O)c1ccc2nc(NC(=O)C3C4C=CC(C4)C3C(=O)O)sc2c1 (stereo not given),24,·,2,104,101,104,102,101,100,0.4,11
CCNc1nc(SC)nc(N(C#N)CC(=O)OC)n1,14,-12,2,?,?,?,?,?,?,0.2,8
CCOC(=O)C1CCCN(C(=O)c2ccc(Cl)cc2)C1 (stereo not given),16,9,7,94,95,95,93,96,107,0.3,10
O=C(NCCC1=CCCCC1)N[C@@H](Cc1ccccc1)C(=O)O,35,·,8,94,95,99,95,95,97,1.1,9
COc1ccc(CCNc2cc(C)nc3c(-c4ccc(Cl)cc4)cnn23)cc1OC,16,·,19,92,93,91,94,91,97,1.5,20
CC1=CC(C)C2(COC(=O)Nc3ccccc3)COC(C)C1C2C (stereo not given),11,9,2,94,93,97,94,97,102,-0.3,10
Cn1cccc1/C=C1\SC(=S)N(NC(=O)c2ccccc2)C1=O,5,2,2,?,?,?,?,?,?,0.2,1

# Gathered by group, the compounds so far containing an aryl thioether with sulfur outside any ring.
SMILES,GSH fluor,Pf gamet viab,ABCG2 block,Cdc42 wt,Rac1 wt GTP bind,Rab2A wt mod,Rac1 act GTP bind,HRas wt GTP,Rab7 wt modul,ABCB1 inh,Avidin fluor
O=C(CCSc1ccccc1Cl)Nc1cccc([N+](=O)[O-])c1,9,-22,55,103,105,104,98,105,103,6.2,23
O=C(O)CSc1ncccn1,18,5,-2,97,98,95,97,98,96,0.1,10
CCNc1nc(SC)nc(N(C#N)CC(=O)OC)n1,14,-12,2,?,?,?,?,?,?,0.2,8

# More compounds:
SMILES,GSH fluor,Pf gamet viab,ABCG2 block,Cdc42 wt,Rac1 wt GTP bind,Rab2A wt mod,Rac1 act GTP bind,HRas wt GTP,Rab7 wt modul,ABCB1 inh,Avidin fluor
COc1ccc(CN(C)C(=O)CCl)cc1,14,3,1,96,96,94,94,96,96,0.5,21
CC(C)COc1ccc(-c2cc(C(=O)NN)[nH]n2)cc1,15,5,6,96,98,97,98,92,92,-0.7,12
CCOC(=O)C1(CCOc2ccccc2)CCN(Cc2cccc3c2OCO3)CC1,22,-4,1,94,102,95,96,96,100,0.9,14
COc1cc(S(=O)(=O)Nc2ccc(C)cc2)ccc1N=Cc1c(C)c(C#N)c(=O)n(C)c1O,17,·,0,101,101,98,97,100,100,-0.1,8
Cc1onc(-c2ccccc2)c1C(=O)Nc1nc(-c2ccccc2)cs1,27,16,1,102,103,103,100,100,102,1.4,6
Cc1cc(C)cc(N2CC(O)=C(c3nc4ccccc4c(=O)[nH]3)C2=N)c1,10,3,23,100,97,99,96,98,90,-1.7,9
O=C(CCCN1C(=O)/C(=C\c2cccc(Br)c2)SC1=S)Nc1cccnc1,10,21,9,91,96,94,94,96,101,1.4,12
O=C(c1cccn(Cc2ccc(Cl)c(Cl)c2)c1=O)N1CCOCC1,35,8,3,101,102,98,99,101,102,0.8,11
Cc1ccc2nsnc2c1NC(=O)c1sc2ccccc2c1Cl,10,·,12,103,106,101,99,104,104,0.3,7
COc1ccc(N2CCN(C(c3ccccc3)c3nnnn3Cc3ccc(F)cc3)CC2)cc1 (stereo not given),56,-2,5,99,104,100,101,99,96,1.7,26
Cc1c(N)cccc1-n1cnnn1,16,-7,12,98,102,99,101,97,106,0.2,9
Cc1cccc(CN2CCNC2=O)c1,9,-1,0,103,105,95,100,100,95,-0.1,21
O=C(c1cc2cc([N+](=O)[O-])ccc2oc1=O)N1CCN(C2CCCCC2)CC1,15,25,0,93,96,95,94,100,108,0.0,10
CCOC(=O)c1c(CN2CCCCC2)n(C)c2cc(Br)c(O)cc12,11,-50,1,100,99,98,97,100,97,0.4,8
Cc1c(C(=O)NC(=S)Nc2ccc(N3CCOCC3)cc2)cccc1[N+](=O)[O-],13,29,4,101,100,98,99,100,95,0.4,9
COc1ccc(CC(=O)OCC(=O)NCc2ccc(Cl)cc2)cc1,21,-2,0,93,98,93,92,93,97,0.0,10
CCOC(=O)C1CCCN(C(=O)C(C)Oc2ccc(Cl)cc2Cl)C1 (stereo not given),38,·,1,101,101,102,99,102,101,0.5,7
Cc1ccc(C)c(N2CCN(CC(=O)Nc3ccc([N+](=O)[O-])cc3C(=O)Nc3ccccc3F)CC2)c1,23,-5,2,101,99,101,94,100,103,0.8,10
Fc1ccccc1OCC1CCCN(Cc2nc(CC3CC3)no2)C1 (stereo not given),17,-5,2,95,97,95,96,96,98,0.7,10
NS(=O)(=O)c1ccc(CCNC(=O)COC(=O)CCSc2ccc(Cl)cc2)cc1,12,-7,2,98,100,100,99,98,98,0.1,12
Cc1cc(-n2c(C)cc(C(=O)CSc3nnnn3-c3ccccc3)c2C)no1,11,-4,4,100,104,98,99,100,97,0.8,14
CCCCn1nc(C(=O)OCC(=O)Nc2sccc2C(N)=O)c2ccccc2c1=O,11,·,9,94,99,95,95,95,103,1.4,11
O=C(CCS(=O)(=O)Cc1ccccc1F)N1CCc2ccccc2C1,16,·,2,105,105,102,100,103,100,0.4,13
Cc1noc(C)c1C(=O)N1CCc2ccccc2C1,32,-5,-6,99,102,102,98,101,102,-0.3,14
Nc1ccc2oc(-c3ccccn3)nc2c1,15,·,2,104,108,102,98,101,102,0.2,32
NNC(=O)c1cc2cc3ccccc3nc2s1,19,7,-5,104,106,106,101,102,93,-0.6,11
CCC(C)(C)NC(=O)C(c1ccc(C)cc1)N(CC1CCCO1)C(=O)CNC(=O)c1cccs1 (stereo not given),30,·,1,94,90,94,95,94,94,0.8,13
CCOC(=O)c1c(C)[nH]c(C)c1C(=O)CSc1nc2ccccc2c(=O)n1-c1ccc(F)cc1,16,-10,9,93,93,94,93,93,96,8.3,6
COc1ccc(CCNC(=O)CSc2nnc(-c3cccc(C)c3)o2)cc1OC,15,17,27,99,103,101,100,98,100,0.7,15
CCOCCCNC(=O)CCC(=O)NNc1nc2ccccc2c2nc(C)nn12,9,-20,0,100,102,100,97,99,108,0.8,12
CC1Cc2ccccc2N1C(=O)Cn1cnc2ccccc2c1=O (stereo not given),17,·,0,101,101,98,99,100,97,0.3,9
CCn1c(SCC(=O)N2c3ccccc3CCc3ccccc32)nnc1-c1ccc(OC)cc1,16,·,4,102,101,98,100,100,102,1.8,20
Cc1cc(=O)oc2cc3c(cc12)OCCO3,26,16,9,103,104,101,99,102,98,0.8,32
CC12COC3(P(=O)(c4ccccc4)c4ccccc4)CC1CCC23CP(=O)(c1ccccc1)c1ccccc1 (stereo not given),16,10,-4,95,94,96,94,98,104,4.7,9
COCCn1c(C)cc(C(=O)COC(=O)c2ccc(N3CCCC3=O)cc2)c1C,27,·,3,102,100,99,100,101,100,0.9,15
COc1ccccc1-c1cc(C(=O)Nc2cc(C)nn2-c2ccccc2)no1,41,·,2,93,89,94,94,93,94,0.0,14
Oc1cccc2ccc[n+](CC(O)Cn3c4ccccc4c4ccccc43)c12 (stereo not given),6,4,7,99,101,97,99,98,101,0.3,13
O=C(COC(=O)c1ccccc1C(=O)c1ccc(Cl)cc1)NCc1ccccc1,16,-21,25,100,99,97,99,99,98,2.4,5
COc1ccc(C(=O)NCC(c2ccc(F)cc2)N2CCOCC2)cc1S(=O)(=O)N1CCCC1 (stereo not given),5,-5,2,103,101,98,99,102,100,0.6,9
CC(=O)c1c(N2CCN(Cc3ccccc3)CC2)nc(=S)n(Cc2ccccc2)c1C,5,10,-2,100,104,101,100,104,106,1.1,14
COC(=O)c1c(NC(C)=O)sc(C(=O)Nc2ccccc2OC)c1C,11,8,10,99,100,101,96,101,106,5.5,13
Cc1ccc(C(=O)Nc2cccc(C(=O)NCc3ccccc3)c2)o1,11,27,2,101,98,95,97,101,98,0.2,26
COc1ccc(Nc2nnc(-c3ccc(N4CCOCC4)c([N+](=O)[O-])c3)c3ccccc23)cc1,13,·,5,102,108,102,101,100,101,2.0,9

# A different layout for some results above:
canonical_smiles	GSH fluor	Pf gamet viab	ABCG2 block	Cdc42 wt	Rac1 wt GTP bind	Rab2A wt mod	Rac1 act GTP bind	HRas wt GTP	Rab7 wt modul	ABCB1 inh	Avidin fluor
O=C(NNS(=O)(=O)c1ccccc1)c1ccc(O)cc1	9	-12	6	102	104	101	102	100	96	2.3	2
O=C(c1cccn(Cc2ccc(Cl)c(Cl)c2)c1=O)N1CCOCC1	35	8	3	101	102	98	99	101	102	0.8	11

# Screening data as filed in PubChem.
